Salmonella PhoP GFP – PhoP-dependent GFP reporter repression – Salmonella Typhimurium, primary screen (AID 1863); S. Typhimurium PhoP-regulated promoter GFP reporter, 4 h; higher % means a stronger effect; inhibition, % at 50 µM; hits with a dose series show IC50 in µM; 300,000 tested, 0.16% active;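 active means inhibition over 29.93%, a cutoff 3 SD above the screen mean, later confirmed by dose response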;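 further: 0% = low Mg2+ inducing control and 100% = high Mg2+ repressing control; strong numbers were not always called active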
T cell modulator – T cell immune modulators affecting CD8 T cell-vesicle binding; 2C CD8+ T cell-vesicle binding, flow cytometry; stronger effect = lower value; AID 2052; 330,000 tested, 0.068% active; calls only at 7 µM;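 active means response, share of CD8 T cells binding vesicles, and their 90th percentile fluorescence all below set limits, cut at about 80% in these data, passing the limit was not always enough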
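material = purified 2C TCR transgenic mouse naive CD8+ T cells | controls = Unloaded micro-vesicles (low), QL9 vesicles with 0.7% DMSO (high) | detection = cytometric PE anti-B7-1 and Alexa647 anti-CD8 signals after 1% paraformaldehyde fixation | incubation = binding step 1.5 h, 37 °C, antibody labelling 20 min, ice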
Hep lipid drop – modulators of hepatic lipid droplet formation; 240,000 tested, 0.4% active; AML12 mouse hepatocytes, oleate lipid droplets, BODIPY imaging; inhibition, % at 6.5 µM;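 active means lipid droplet intensity inhibited by at least 50%, with more than 500 cells counted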
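Test system: AML12 mouse liver cells; schedule: overnight exposure; technique: high-content imaging of BODIPY-stained droplets and DAPI nuclei; read-out: % inhibition of corrected integrated BODIPY droplet signal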
Hep lipid drop cells 6.5 µM – recorded beside Hep lipid drop, whose call it bears; cell count; measured here: cell count, cytotoxicity flag;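 cells counted across two imaged fields per well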
T cell modulator vesicle-bound % – also measured in T cell modulator; calls as there; double positive events, %; measured here: CD8+ vesicle-bound cell fraction;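 binding gate set so that unloaded-vesicle control wells show 10% double positive cells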
* = called active by the depositor; i = inactive.

SMILES	Salmonella PhoP GFP	T cell modulator	T cell modulator vesicle-bound %	Hep lipid drop	Hep lipid drop cells 6.5 µM
O=C/C=C/c1c(-c2ccccc2)cc2oc3ccccc3cc1-2	-3%	i	56	70*	661*
COc1ccc(S(=O)(=O)N(C)c2ccc(C(=O)NCC3CCCO3)cc2)cc1OC (stereo not drawn)	-4%	i	4	-8	474
Cc1cc(C)c(C(=O)NCC2CCCO2)c(C)c1C(=O)NCC1CCCO1 (stereo not drawn)	3%	i	46	-17	824
COc1ccc(/C=C/c2ccc3cccc(O)c3n2)c(OC)c1OC	-6%	i	64	11	406
CC(C)n1nccc1N(Cc1ccc(Br)cc1)S(=O)(=O)c1ccccc1	-2%	i	18	-2	839
O=C(CSc1nncn1-c1cccnc1)Nc1ccccc1[N+](=O)[O-]	7%	i	19	-14	791
O=C(O)CN1CCN(Cc2ccc(F)cc2)C1=O	1%	i	37	11	728
COc1ccc(CN(C)C(=O)CC(c2ccccc2)c2ccccc2)cc1	5%	i	21	-8	815
O=C(CSc1nnc(-c2cccnc2)s1)Nc1ccccc1	-2%	i	10	-4	772
CN(Cc1ccc(OC(F)F)cc1)C(=O)c1ccccc1Sc1ccccc1C#N	-4%	i	32	-6	686
Cc1ccc(CNC(=O)CCCC(=O)c2ccccc2)cc1	10%	i	27	12	860
O=C1NC(=O)C2(CCCCCCCCCCC2)N1	-4%	i	21	-6	799

Brought forward from above: six entries, then new ones.
SMILES	Salmonella PhoP GFP	T cell modulator	T cell modulator vesicle-bound %	Hep lipid drop	Hep lipid drop cells 6.5 µM
O=C(O)CN1CCN(Cc2ccc(F)cc2)C1=O	1%	i	37	11	728
COc1ccc(CN(C)C(=O)CC(c2ccccc2)c2ccccc2)cc1	5%	i	21	-8	815
O=C(CSc1nnc(-c2cccnc2)s1)Nc1ccccc1	-2%	i	10	-4	772
CN(Cc1ccc(OC(F)F)cc1)C(=O)c1ccccc1Sc1ccccc1C#N	-4%	i	32	-6	686
Cc1ccc(CNC(=O)CCCC(=O)c2ccccc2)cc1	10%	i	27	12	860
O=C1NC(=O)C2(CCCCCCCCCCC2)N1	-4%	i	21	-6	799
COc1ccc(C(C(=O)NCC2CCCO2)N(C(=O)CNC(=O)c2ccco2)c2ccccc2)cc1OC (stereo not drawn)	2%	i	28	-18	793
COc1cccc(OC)c1C(=O)Nc1ccc(Br)c(C(=O)c2ccccc2)c1	3%	i	58	-30	763
O=c1c2ccccc2cnn1Cc1ccc(Br)cc1F	8%	i	46	-12	791
Cc1nn(CC(=O)NCCCc2ccccc2)c(=O)c2cc3occc3n12	-5%	i	28	-2	687
CC(=O)N1CCC(=NNC(=O)c2cc3ccccc3cc2O)CC1	-8%	i	46	-2	622
COc1ccc(C(C)NC(=O)Cc2cccs2)cc1 (stereo not drawn)	-1%	i	60	-1	853
CC1=C([N+](=O)[O-])C(c2ccc(Cl)cc2)NC(=O)N1 (stereo not drawn)	17%	i	52	-4	841
COCCCNC(=O)c1ccc2nc(Cc3ccc(OC)cc3)oc2c1	-5%	i	56	-1	767
Cc1ccc(CNC(=O)c2ccc(NS(=O)(=O)c3cccs3)cc2)cc1	1%	i	46	-14	765
COc1ccc(C(C(=O)NCc2ccccc2)N(C(=O)c2snc(C(N)=O)c2N)c2ccccc2OC)cc1 (stereo not drawn)	1%	i	20	-1	811
N#CCC(=O)Nc1ccc(C(=O)N2CCN(S(=O)(=O)c3ccc4ccccc4c3)CC2)cc1	-7%	i	58	8	805
Cc1cccc(OCC(=O)NCCCNC(=O)c2cnccn2)c1	-5%	i	43	12	841
CCCC(=O)N(CCN1CCOCC1)c1nc2c(OCC)cccc2s1	-8%	i	38	1	793
COc1cccc(/C=C2/Oc3ccccc3N(CC(=O)NCC3CCCO3)C2=O)c1 (stereo not drawn)	4%	i	5	0	809
C=CCNC(=O)[C@H]1N2C(=O)c3ccccc3C2SC1(C)C (stereo partly drawn)	-2%	i	47	5	831
N#Cc1ccc(OCC(O)CN2CCN(CC(O)COc3ccc(C#N)cc3)CC2)cc1 (stereo not drawn)	16%	i	26	-2	803
O=C1CCCN1CCCNc1ncccc1[N+](=O)[O-]	0%	i	24	-2	839
Cc1ccc(S(=O)(=O)NCC(=O)N(CC(=O)NCc2ccc(F)cc2)CC2CCCO2)cc1 (stereo not drawn)	5%	i	26	-41	793
COc1ccc(OCc2nnc(SCC(=O)Nc3ccccc3C#N)o2)cc1	2%	i	53	-10	795
CCCCc1cc(-c2n[nH]c(=S)o2)c2ccccc2n1	3%	i	54	-11	692
CC(Oc1ccc2c(-c3ccccc3)cc(=O)oc2c1)C(=O)NCC(O)c1ccccc1 (stereo not drawn)	-3%	i	30	4	826
Cc1ccc(S(=O)(=O)NC(=NCc2ccccc2)c2ccc(F)cc2)cc1	1%	i	71	-2	809
CCS(=O)(=O)c1ccc2oc(Nc3ccc(OC)c(OC)c3)nc2c1	-2%	i	27	-5	736
Cc1cc(Cl)c2oc(C(=O)N3CCN(c4ccncc4)CC3)c(C)c2c1	-5%	i	47	-51	518
O=C(Nc1ccc(Br)cc1)N1CCc2ccccc2C1	0%	i	14	3	795
COc1ccc(C(CNC(=O)COc2ccc(Cl)c(C)c2)N2CCCCC2)cc1 (stereo not drawn)	-7%	i	7	-8	760
CCN1CCN(C(=O)c2ccccc2NC(=O)c2ccc(Cl)cc2)CC1	-3%	i	22	-6	607
COc1ccc(Cl)cc1NC(=O)CN(C)C(=O)CCCc1c[nH]c2ccccc12	-5%	i	8	54*	812*
CC1CCN(S(=O)(=O)c2ccc(C(=O)N3CCOCC3)cc2)CC1	-2%	i	48	3	832
CN(C)CCCN(C(=O)c1cc(-c2cccs2)nc2ccccc12)c1nc2ccc(F)cc2s1	-3%	i	64	-1	616
OCCN1C2=NCCCN2c2ccccc21	6%	i	12	4	829
Cc1ccc(NC(=O)Nc2c(C)n(C)n(-c3ccccc3)c2=O)cc1	-1%	i	28	-1	394
CCn1c(SCC(=O)Nc2cc(OC)ccc2OC)nc2c(c1=O)SCC2	-8%	i	70	-14	706
Cc1ccc(C)c(N2CCN(S(=O)(=O)c3c(C(=O)N4CCCCC4)c(C)n(C)c3C)CC2)c1	-7%	i	12	-28	679
C#CCN(CC=C)C(=O)c1ccc2nc(C3CCCCC3)oc2c1	-4%	i	56	-2	830
Cc1cccc(N(C(=O)c2csnn2)C(C(=O)NCc2ccccc2)c2cccs2)c1 (stereo not drawn)	6%	i	32	-11	845
Cc1ccc(NC(=O)c2ccc3c(SCC(=O)O)c4c(nc3c2)CCCC4)c(Br)c1	-6%	i	30	18	709
CCOCCCNc1c(CC)c(C)c(C#N)c2nc3ccccc3n12	4%	i	64	-1	817
Cc1cc(C)cc(NC(=O)Nc2ccc3c(c2)CCC3)c1	-8%	i	57	0	692
Fc1ccc(Br)cc1SCCc1ccncc1	4%	i	26	3	727
COc1cccc(C(=O)NC2CCCc3ccccc32)c1 (stereo not drawn)	2%	i	44	2	827
COc1ccc(CNC(=O)c2ccc3ccccc3n2)cc1	-2%	i	61	-1	851
CC(=O)c1cccc(NS(=O)(=O)c2cc(-c3cnc(C4CC4)o3)ccc2C)c1	10%	i	6	-60	676
CNc1oc(-c2ccc(F)cc2)nc1S(=O)(=O)c1ccccc1	1%	i	23	-2	791
O=C(O)CC(NC(=O)c1cccc(F)c1)c1ccc(OC2CCCC2)cc1 (stereo not drawn)	11%	i	9	-3	800
O=C(CCN1C(=O)[C@H]2CC=CC[C@H]2C1=O)NCc1nc(-c2ccc(Cl)cc2)no1	-5%	i	41	-1	729
Cn1ccs/c1=N\C(=O)Nc1cccc(C(F)(F)F)c1	-4%	i	54	22	726
O=C(NCc1ccc(Cl)cc1)N1CCOCC1	7%	i	58	1	845

Whole records, quoted from the list. Order of screens: Salmonella PhoP GFP, T cell modulator, T cell modulator vesicle-bound %, Hep lipid drop, Hep lipid drop cells 6.5 µM
Record of O=C(CCN1C(=O)[C@H]2CC=CC[C@H]2C1=O)NCc1nc(-c2ccc(Cl)cc2)no1 : -5%, i, 41, -1, 729
Record of CCOCCCNc1c(CC)c(C)c(C#N)c2nc3ccccc3n12 : 4%, i, 64, -1, 817
Record of O=C(O)CC(NC(=O)c1cccc(F)c1)c1ccc(OC2CCCC2)cc1 (stereo not drawn) : 11%, i, 9, -3, 800

Next compounds:
SMILES	Salmonella PhoP GFP	T cell modulator	T cell modulator vesicle-bound %	Hep lipid drop	Hep lipid drop cells 6.5 µM
CCC(=O)c1ccc(OCC(O)CN2CCN(c3ccccn3)CC2)cc1 (stereo not drawn)	-1%	i	66	3	805
CC(C)(C)Nc1nc(-c2ccc3c(c2)CCN3C(=O)C2CC2)cs1	6%	i	26	10	786
Cc1cc(C)cc(OCC(=O)Nc2cc(NC(=O)COc3cc(C)cc(C)c3)cc(C(=O)O)c2)c1	-1%	i	60	0	851
O=C(NC1CCN(S(=O)(=O)c2ccccc2)CC1)c1ccccc1	3%	i	49	-27	802
COC(=O)c1c(NC(=O)CCl)sc(C(=O)N2CCOCC2)c1C	-1%	i	15	-6	790
Cc1cc(C)c2c(=O)[nH]c(SCC(=O)Nc3ccc(Br)cc3)nc2n1	5%	i	16	-1	752
CCN(C(=O)CN1C(=O)NC(c2ccccc2)(c2ccccc2)C1=O)c1ccccc1	13%	i	9	-6	780
Cc1ccsc1C(=O)NCC(=O)OCc1ccccc1	-3%	i	10	2	844
CCOC(=O)c1c(C)[nH]c(C)c1S(=O)(=O)NCC1CCN(Cc2ccccc2F)CC1	-10%	i	39	-14	670
COc1ccc(/C(C)=N/NC(=O)c2nnn(-c3nonc3N)c2CN(C)c2ccccc2)cc1	-3%	i	0	-1	730
CN(C)CCN(C(=O)c1ccc2ccccc2c1)c1nc2ccc(Br)cc2s1	-15%	i	40	-8	640
CC1(C)Cc2c(c(N3CCOCC3)nc3sc(C(=O)Nc4ccccc4)c(N)c23)CO1	-4%	i	25	-1	628
O=C(NC1CCN(S(=O)(=O)c2cccc(Cl)c2)CC1)C1CCCCC1	2%	i	41	15	768
O=S(=O)(c1ccc(Cl)nc1)N1CCCCC1	8%	i	43	-16	716
COc1ccc2[nH]c(=O)c(CN(C(C)=O)c3ccc(C)c(C)c3)cc2c1	1%	i	65	-6	772
COc1ccc(CNc2ncc(-c3ccc(Cl)cc3)n2C)c(OC)c1OC	-3%	i	16	-2	792
COc1cccc(/C=N/NC(=O)CNC(=O)/C=C\c2ccccc2)c1O	-5%	i	54	14	709
CN(C)S(=O)(=O)N1CCc2ccc(NC(=O)c3ccc(C(F)(F)F)cc3)cc2C1	1%	i	10	-3	783
COc1cc(NC(=O)CN2C(=O)CSc3ccc(S(=O)(=O)N4CCCC4)cc32)cc(OC)c1	7%	i	25	-11	691
Cc1ccc(NC(=O)CSc2nc3sc(C)cc3c(=O)n2C)cc1	-4%	i	40	-22	729
COCC1CCCCN1C(=O)C1CCN(c2nc(-c3ccccc3)nc3c2CCC3)CC1 (stereo not drawn)	-3%	i	30	-6	619
Cc1ccc(N2CCN(C(=O)c3nn(C)c4c3CS(=O)(=O)c3ccccc3-4)CC2C)cc1 (stereo not drawn)	9%	i	17	28	799
O=C(NC1CCCCC1)C(c1ccncc1)N(C(=O)c1ccco1)c1ccc(F)cc1 (stereo not drawn)	-1%	i	29	-37	777
CCOc1ccc(-c2c(C(=O)N/N=C/c3ccoc3)nnn2-c2nonc2N)cc1	6%	i	18	4	776
CCn1c2ccccc2c2cc(NC(=O)CNCc3ccccc3OC)ccc21	8%	i	12	-6	804
Cc1ccc(NS(=O)(=O)c2ccc(-c3ccc(=O)[nH]n3)o2)cc1N(C)C	8%	i	0	1	700
COc1cc2c(cc1OC)CN(c1ccc(F)cc1[N+](=O)[O-])CC2	13%	i	19	4	741
CCOC(=O)C1(Cc2ccccc2)CCCN(S(=O)(=O)N(C)C)C1 (stereo not drawn)	-2%	i	58	-5	824
Cc1cc(C)nc(N2CCC(C(=O)NNC(=O)c3ccccc3)CC2)n1	1%	i	44	-28	737
CCOc1ccc(NC(=O)C2CCCN(S(=O)(=O)c3ccc4c(c3)CC(C)N4C(C)=O)C2)cc1 (stereo not drawn)	-12%	i	7	14	766
Cc1cc2[nH]c(=O)c(=O)[nH]c2cc1S(=O)(=O)N1CCN(c2ccccc2F)CC1	0%	i	43	4	696
O=C(CSc1nnc(-c2cccnc2)o1)Nc1ccccc1Br	6%	i	18	-7	797
CCOC(=O)Cn1c(=O)n(Cc2ccccc2)c(=O)c2cccnc21	-19%	i	48	1	728
O=C(CCCc1nc(-c2ccc(Cl)cc2)no1)NC1CCCCC1	2%	i	46	-8	832

Some of the compounds tested (hit frequency here may not be typical).
